# CHRM5 antagonist: human M5 muscarinic receptor antagonists, primary screen, CHO cells, Fluo-8 calcium fluorescence; Muscarinic acetylcholine receptor M5 (Homo sapiens), P08912; CHO-hM5 cells, ACh EC80; inhibition, % at 3 µM; 360,000 compounds, 0.59% hits;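 active = inhibition above a per-plate cutoff, the mean of that plate's test compounds plus 3 SD, cut at about 27% in these data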;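 also: 0% = acetylcholine EC80 with DMSO and 100% = DMSO without agonist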
# CHRM5 PAM: human M5 muscarinic receptor positive allosteric modulators, primary screen, CHO-K1 cells, Fluo-8 calcium fluorescence; Muscarinic acetylcholine receptor M5 (Homo sapiens), P08912; CHO-K1 hM5, ACh EC20 PAM; 0% = ACh EC20, 100% = ACh EC100; activation, % at 3 µM; 360,000 compounds, 0.3% hits;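 active = activation above the run cutoff, the mean activation of all test compounds plus 3 SD, cut at about 18% in these data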
#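 Measured by: Fluo-8 calcium fluorescence; material: human M5 receptor in CHO-K1 cells; schedule: Post-acetylcholine fluorescence recording 140 s; benchmarks: low control EC20 acetylcholine (0%), high control EC100 acetylcholine (100%); read-out: Max/basal fluorescence ratio as % of EC20–EC100 ACh window; compound: single dose, 3 µM nominal final test concentration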
# M4 antag: human M4 muscarinic receptor antagonists, primary screen, CHO cells, Fluo-8 calcium fluorescence | 360,000 compounds, 0.73% hits | inhibition, % at 3 µM | AID 624125, 2012 | CHO-hM4 cells, ACh EC80;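 active = inhibition above its plate's cutoff, the mean inhibition of sample wells plus 3 SD, cut at about 27% in these data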;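 also: 0% = acetylcholine EC80 with DMSO and 100% = DMSO without agonist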
# CRFBP-R2 block: antagonists of CRF-BP/CRF-R2 complex, primary screen, cell-based, HEK293, calcium dye fluorescence, uHTS; 350,000 compounds, 0.59% hits; inhibition, % at 11.8 µM; AID 588475, 2011; CRF-induced calcium fluorescence;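 active = inhibition of the ligand-induced calcium signal above about 50% at the single tested concentration, limit read from the data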
# IDE cell inh: human IDE inhibitors in live cells, primary screen, fluorescence polarization, HEK cells, FAbetaB substrate. Insulin-degrading enzyme (Homo sapiens), P14735. FAbetaB cleavage. inhibition, % at 5.59 µM. 320,000 compounds, 0.41% hits. AID 434962, 2010;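 active = percent inhibition above the average of all tested compounds plus 3 SD, set per screening campaign, cut at about 16% in these data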;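 also: IDE supplied by intact live HEK cells; FP after avidin binding of uncleaved biotin substrate so inhibition keeps polarization high; 0% = DMSO wells and 100% = 60 µM reference IDE inhibitor Ii1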
# Target sequence (P14735 whole entry, looked up): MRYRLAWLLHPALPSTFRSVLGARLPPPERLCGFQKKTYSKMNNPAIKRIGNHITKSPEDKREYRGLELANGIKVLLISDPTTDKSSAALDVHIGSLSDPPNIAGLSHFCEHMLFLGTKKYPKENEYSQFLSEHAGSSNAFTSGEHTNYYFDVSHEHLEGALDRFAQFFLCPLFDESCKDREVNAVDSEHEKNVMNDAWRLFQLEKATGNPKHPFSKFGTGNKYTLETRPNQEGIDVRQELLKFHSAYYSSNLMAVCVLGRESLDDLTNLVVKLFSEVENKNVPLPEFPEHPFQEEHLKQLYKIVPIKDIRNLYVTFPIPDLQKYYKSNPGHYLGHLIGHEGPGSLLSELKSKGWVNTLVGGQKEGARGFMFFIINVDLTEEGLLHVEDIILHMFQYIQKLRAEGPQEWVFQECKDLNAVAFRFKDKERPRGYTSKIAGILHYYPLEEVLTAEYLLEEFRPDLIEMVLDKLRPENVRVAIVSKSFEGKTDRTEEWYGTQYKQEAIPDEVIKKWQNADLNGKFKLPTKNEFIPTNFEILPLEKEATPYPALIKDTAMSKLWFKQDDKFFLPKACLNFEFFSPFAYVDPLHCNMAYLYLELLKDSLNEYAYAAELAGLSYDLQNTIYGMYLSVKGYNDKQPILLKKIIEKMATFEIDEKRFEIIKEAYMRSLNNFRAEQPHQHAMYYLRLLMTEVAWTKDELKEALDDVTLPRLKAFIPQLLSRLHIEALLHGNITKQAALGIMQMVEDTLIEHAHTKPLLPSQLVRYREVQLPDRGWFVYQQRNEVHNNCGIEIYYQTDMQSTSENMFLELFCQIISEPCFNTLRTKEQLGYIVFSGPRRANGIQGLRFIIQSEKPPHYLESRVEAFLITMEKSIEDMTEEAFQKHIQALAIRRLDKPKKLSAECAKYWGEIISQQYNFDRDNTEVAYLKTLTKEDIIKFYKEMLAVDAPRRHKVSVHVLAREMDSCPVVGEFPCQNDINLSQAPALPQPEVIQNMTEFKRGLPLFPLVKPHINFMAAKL
# CRFBP-R2 agonist: agonists of CRF-BP/CRF-R2 complex, primary screen, cell-based, HEK293, calcium dye fluorescence, uHTS | 350,000 compounds, 0.46% hits | AID 588473, 2011 | calcium dye fluorescence (FLIPR); percent of saturating CRF peptide response | CRF-binding protein / CRF receptor 2 complex (human) | activation, % at 13.2 µM;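 active = activation of at least 50%, plus an integration ratio under a set limit after plate pattern correction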;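 also: plate controls were neutral control wells without compound for no effect and CRF at EC100 for full effect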
# M4 ag: human M4 muscarinic receptor agonists, primary screen, CHO-K1 cells, Fluo-8 calcium fluorescence | Muscarinic acetylcholine receptor M4 (Homo sapiens), P08173 | CHO-K1 hM4/Gqi5; vehicle 0%, full acetylcholine response 100% | activation, % at 3 µM | 360,000 compounds, 0.14% hits;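 active = activation above the run mean over all test wells plus 3 SD, cut at about 32% in these data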;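 also: peak over basal fluorescence ratio per well then scaled between controls; 0% = DMSO wells and 100% = acetylcholine at EC100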
# CHRM5 agonist: human M5 muscarinic receptor agonists, primary screen, CHO-K1 cells, Fluo-8 calcium fluorescence | 360,000 compounds, 0.19% hits | CHO-K1 hM5 cells; 0% DMSO wells, 100% maximal acetylcholine response | Muscarinic acetylcholine receptor M5 (Homo sapiens), P08912 | activation, % at 3 µM;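 active = activation above the run's mean over test compounds plus 3 SD, cut at about 23% in these data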;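 also: signal is peak over basal fluorescence ratio across the kinetic read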
# CHRM4 PAM: human M4 muscarinic receptor positive allosteric modulators, primary screen, CHO-K1 cells, Fluo-8 calcium fluorescence. CHO-K1 hM4/Gqi5, ACh EC20; 0% = ACh EC20, 100% = maximal ACh. 360,000 compounds, 0.4% hits. AID 624126, 2012. Muscarinic acetylcholine receptor M4 (Homo sapiens), P08173. activation, % at 3 µM;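 active = activation above its plate's cutoff, the mean activation of sample wells plus 3 SD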; also: some results filed as inactive read as strong as hits
# An asterisk follows results filed as active; . = not tested or not shown.
SMILES,CHRM5 antagonist,CHRM5 PAM,M4 antag,CRFBP-R2 block,IDE cell inh,CRFBP-R2 agonist,M4 ag,CHRM5 agonist,CHRM4 PAM
CCN(Cc1ccccc1)C(=O)c1oc2ccc(C)cc2c1C,-3,4,-4,-4,2,-1.5,-1,-1,4
CN(Cc1ccccc1)S(=O)(=O)c1ccc(Cl)c(C(=O)NCc2ccncc2)c1,-1,-14,-19,-8,10,-1.1,19,-1,-2
Cc1ccc(NC(=O)CN2C(=O)S/C(=C\c3cccn3C)C2=O)cc1,12,-7,5,12,-1,-0.9,2,-1,-1
CCOc1ccc(-n2c(=O)cc(N3CCN(c4ccc(F)cc4)CC3)[nH]c2=O)cc1,-7,-1,-19,6,2,-1.8,-1,-4,-3
CC(=O)N1CCN(Cc2nc3cc(NC(=O)Cn4nc(C)c5ccccc5c4=O)ccc3n2C)CC1,-2,3,-1,24,4,-1.3,0,2,-1
c1ccc(CSc2ncnc3c2oc2ccccc23)cc1,-13,7,-9,-23,6,-0.5,-1,-4,-1
Cc1ccc(N2C(=O)CC(C3CCCO3)C2=O)cc1 (stereo unspecified),4,-4,0,10,2,0.2,1,0,6
COC(=O)c1sc2nc(CSc3ccc(Br)cc3)[nH]c(=O)c2c1C,-4,3,-6,-22,8,3.7,1,-4,12
CC(=O)c1ccc(NC(=O)CCNC(=O)c2ccccc2Cl)cc1,3,1,-2,9,3,-2.3,-2,0,-2
CC(C)c1nc2ccccc2c2nnc(SCC(=O)NCc3ccco3)n12,-3,-2,-11,1,1,-0.4,1,-3,3
COc1ccc(N2CC(C(=O)NCc3nnnn3-c3ccc(C)c(C)c3)CC2=O)cc1 (stereo unspecified),-6,5,5,5,-2,-1.8,0,-6,3
Cc1nc(C(C)(C)O)n(-c2ccccc2)n1,1,3,-6,1,-2,-1.3,1,-4,5
COc1cc(OC)cc(C(=O)Nc2c(C)nn(-c3ccccc3)c2C)c1,-3,-2,1,1,1,7.0,0,2,-4
COc1cc2[nH]c(=S)nc(NCc3ccc(Cl)cc3)c2cc1OC,12,-9,-26,-11,8,-1.0,7,0,5
COc1ccc(NC(=S)NC(=O)c2cc3ccccc3o2)c(OC)c1,-6,10,-1,-42,.,4.2,0,-2,4
Cc1ccc(S(=O)(=O)NCC(=O)OCc2cc(=O)oc3cc(C)ccc23)cc1,0,-4,-9,2,-4,-2.4,7,1,-5
CC(=O)N1CCOc2ccc(S(=O)(=O)N3CCC(C(=O)NCc4ccc(F)cc4)CC3)cc21,3,0,4,-8,-1,0.1,1,-5,1
Cc1nnc(N(C)C(=O)c2ccncc2)s1,3,-2,-2,-8,7,0.8,0,-1,-6
O=C(N/N=C/c1ccc(N2CCOCC2)cc1)C1COc2ccccc2O1 (stereo unspecified),7,0,-1,-8,7,-0.9,3,-1,-3
Cc1cccc(OCC(=O)NC2CCCC2)c1,12,-6,-14,1,-2,2.8,2,-3,12

# Limited to M4 ag and CHRM4 PAM, for some of the entries so far:
canonical_smiles	M4 ag	CHRM4 PAM
CC(=O)c1ccc(NC(=O)CCNC(=O)c2ccccc2Cl)cc1	-2	-2
Cc1nc(C(C)(C)O)n(-c2ccccc2)n1	1	5

# New compounds follow.
SMILES,CHRM5 antagonist,CHRM5 PAM,M4 antag,CRFBP-R2 block,IDE cell inh,CRFBP-R2 agonist,M4 ag,CHRM5 agonist,CHRM4 PAM
NC(=O)C(=O)NCCCN1CCOCC1,16,0,-6,4,0,-0.1,1,-2,3
O=[N+]([O-])c1cccc(-c2ncc3ccccn23)c1,6,6,7,14,3,-1.0,1,-4,-9
CCOC(=O)c1cnc2cc(-c3ccc(C)cc3)nn2c1-c1ccccc1,6,-6,6,-5,0,1.3,0,1,-1
CCn1c(/C(C#N)=N/O)nc2ccccc21,3,0,6,4,6,0.8,-1,-1,2
O=C(Nc1ccc(F)cc1)c1cc(-c2ccccn2)nc2c(Cl)cccc12,5,-1,-2,-3,-6,4.0,2,-4,6
O=C(CCc1c[nH]c2ccccc12)N=Nc1c(O)[nH]c2ccccc12,-3,-3,-4,-24,6,1.1,6,2,5
O=C(O)CC1(c2ccc(F)cc2)C2CC3CC(C2)CC1C3 (stereo unspecified),3,2,8,6,7,-0.3,-1,0,4
CCN(CC(=O)Nc1ccc(NC(C)=O)cc1)C(=O)/C=C/c1cccs1,-3,0,9,-21,1,1.0,1,-3,-4
COCCNC(=O)C(c1ccncc1)N(Cc1ccccc1)C(=O)Cn1nnc2ccccc21 (stereo unspecified),0,-4,1,-2,-2,-0.9,1,0,13
O=C(Nc1ccc(Cl)c(-c2nc3ccccc3[nH]2)c1)c1cccnc1,2,-15,12,-19,2,1.7,19,6,-3
O=C(CSc1nc(=O)n(CCCN2CCOCC2)c2c1CCC2)Nc1ccc(F)cc1F,2,4,7,7,-1,0.2,0,-2,11
CCn1nnnc1SCC(=O)Nc1ccc2c(c1)OCCO2,1,0,8,-6,-4,-0.8,-1,-6,-1
COc1ccccc1CCNC(=O)C(=O)NCC1OCCN1C(=O)c1ccc(Cl)cc1 (stereo unspecified),0,-2,1,-13,2,-1.7,12,0,-9
Cc1cccc(N(CC(=O)NCCSCc2ccccc2)S(C)(=O)=O)c1C,5,-10,-6,-10,1,-0.7,3,2,-1
CCN(CC)CCNC(=S)Nc1ccc(Cl)cc1,4,1,8,-26,-1,-0.6,2,-7,1
Cc1ccc(CNC(=O)C2C3C=CC(C3)C2C(=O)O)cc1 (stereo unspecified),-1,5,5,33,1,-4.3,2,-2,-1
CCOC(=O)CN1C(=O)S/C(=C/c2cccc([N+](=O)[O-])c2O)C1=O,4,0,7,12,1,0.5,0,5,-5
COC(=O)c1ccc2c(c1)c(C#Cc1ccccc1)c(-c1ccccc1)n2C,-10,2,-11,-6,.,4.2,0,4,0
COc1cc(/C=N/NC(=O)c2ccccn2)cc2c1OCO2,-5,-6,-1,7,1,-0.7,1,-4,-5
COc1ccc(CCNC(=O)C2CC(=O)N(C3CCCC3)C2)cc1OC (stereo unspecified),-5,3,-1,0,2,-0.9,0,-1,4

# 2 of these compounds in another layout.
# Order of results: CHRM5 antagonist | CHRM5 PAM | M4 antag | CRFBP-R2 block | IDE cell inh | CRFBP-R2 agonist | M4 ag | CHRM5 agonist | CHRM4 PAM
O=C(CCc1c[nH]c2ccccc12)N=Nc1c(O)[nH]c2ccccc12
 : -3 | -3 | -4 | -24 | 6 | 1.1 | 6 | 2 | 5
O=C(O)CC1(c2ccc(F)cc2)C2CC3CC(C2)CC1C3 (stereo unspecified)
 : 3 | 2 | 8 | 6 | 7 | -0.3 | -1 | 0 | 4

# Part of the list above, with tabs:
canonical_smiles	CHRM5 antagonist	CHRM5 PAM	M4 antag	CRFBP-R2 block	IDE cell inh	CRFBP-R2 agonist	M4 ag	CHRM5 agonist	CHRM4 PAM
O=C(Nc1ccc(Cl)c(-c2nc3ccccc3[nH]2)c1)c1cccnc1	2	-15	12	-19	2	1.7	19	6	-3
COc1ccccc1CCNC(=O)C(=O)NCC1OCCN1C(=O)c1ccc(Cl)cc1 (stereo unspecified)	0	-2	1	-13	2	-1.7	12	0	-9
COC(=O)c1ccc2c(c1)c(C#Cc1ccccc1)c(-c1ccccc1)n2C	-10	2	-11	-6	.	4.2	0	4	0

# Later entries.
SMILES,CHRM5 antagonist,CHRM5 PAM,M4 antag,CRFBP-R2 block,IDE cell inh,CRFBP-R2 agonist,M4 ag,CHRM5 agonist,CHRM4 PAM
CCOCCCNC(=O)c1cn(C)c2ccc(S(=O)(=O)N3CCCC3)cc2c1=O,5,-1,6,-3,-1,0.1,0,-2,-1
O=S(=O)(c1cccc(C(F)(F)F)c1)N1CCN(c2ccccc2)CC1,8,-10,-18,-7,4,2.5,-2,-9,-6
COCC(=O)N1CCC(Oc2ccc(C(=O)N(C)C(C)c3ccon3)cc2)CC1 (stereo unspecified),-2,-6,-13,1,1,0.4,1,-3,5
Cc1c(Cl)cccc1N(CC(=O)N1CCCCCC1)S(C)(=O)=O,0,-3,-1,-5,3,-0.2,1,-7,-4
Cc1cc(C(=O)N2CCN(C/C=C/c3ccccc3)CC2)cs1,10,-8,-5,40,4,-3.6,0,-7,7
CSc1ccccc1NC(=O)C1(C)CCN1C(=O)CCC1CCCC1 (stereo unspecified),-6,3,-2,.,.,.,2,0,3
CC12CCC(=O)N1C(C(=O)OCC(=O)Nc1ccc(Cl)c(Cl)c1)CS2 (stereo unspecified),8,-8,7,-33,4,3.0,15,2,-12
CCC(C)(O)c1[nH]c2ccc(C(F)(F)F)cc2c1C (stereo unspecified),9,0,8,-20,0,5.7,4,2,9
O=C1CN(C(=O)NCC(=O)N[C@@H](C(=O)O)c2ccccc2)c2ccccc2N1,-2,0,2,11,-4,-0.6,0,-3,7
O=C(Nc1ccccc1Cl)c1ccc2c(=O)n3c(nc2c1)CCC3,9,-4,-8,-14,1,1.7,6,-4,1
CC1=NNC(=O)C1Cc1ccc(F)cc1 (stereo unspecified),-6,12,2,17,-5,-0.2,1,1,6
Cc1ccc2c(c1)C(=O)C(=O)N2CC1COc2ccccc2O1 (stereo unspecified),-4,-5,-12,-2,5,2.9,11,12,13
CC1=C(C#N)C(C)C2=C(CC(C)(C)CC2=O)N1 (stereo unspecified),-5,-2,-2,10,2,-0.1,1,-8,8
O=C(c1cc2ccccc2oc1=O)N1CCN(C(=O)C2CCCO2)CC1 (stereo unspecified),-10,2,-7,-1,-1,0.3,2,2,15
CCOc1ccccc1NC(=O)COC(=O)c1cnc(C)cn1,4,-2,-1,3,1,-0.8,-1,1,2
Cc1cc(C)n(-c2ccc(C(=O)OCc3nnc(-c4ccccc4)o3)cc2)n1,-5,10,-1,-11,3,-0.2,0,-2,12

# Screening results from PubChem.
